Screens as filed in PubChem BioAssay.
A-T KAP1 phos = candidate therapy for ataxia-telangiectasia | AID 485349 | 0.19% of 320,000 active | Potency, µM (series often up to 57.5 µM), for inactives: top-dose activation, usual class: activators | […] A-T fibroblasts, KAP-1 phosphorylation AlphaLISA; neocarzinostatin DNA damage 30 min before lysis; note: potency is the fitted concentration of half-maximal effect; % of control where 0% means no effect; nearly all actives have a fitted effect of over 45% in size
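hTERT-immortalized A-T patient fibroblasts ([…]), 500 cells/well in OPTI-MEM, 1% FBS, got compounds for 60 min, then NCS for 30 min at 37C. Lysates were then assayed for phospho-KAP-1 by AlphaLISA (anti-pKAP1 donor, anti-KAP1 acceptor beads), 6 hr at 25C.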
USP2a inh = blocks human ubiquitin-specific protease USP2a | 0.01% of 330,000 active | Potency, µM (highest dose often 38.3 µM), without a hit: at the highest dose activity change, negative = inhibition, hits mostly inhibitors | USP2 core, Ub-CHOP2 coupled fluorogenic reporter, 485/531;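 note: potency is the fitted concentration of half-maximal effect; plate controls were DMSO wells for no effect and full inhibition by NEM control for full effect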
Target sequence (O75604 whole entry, looked up): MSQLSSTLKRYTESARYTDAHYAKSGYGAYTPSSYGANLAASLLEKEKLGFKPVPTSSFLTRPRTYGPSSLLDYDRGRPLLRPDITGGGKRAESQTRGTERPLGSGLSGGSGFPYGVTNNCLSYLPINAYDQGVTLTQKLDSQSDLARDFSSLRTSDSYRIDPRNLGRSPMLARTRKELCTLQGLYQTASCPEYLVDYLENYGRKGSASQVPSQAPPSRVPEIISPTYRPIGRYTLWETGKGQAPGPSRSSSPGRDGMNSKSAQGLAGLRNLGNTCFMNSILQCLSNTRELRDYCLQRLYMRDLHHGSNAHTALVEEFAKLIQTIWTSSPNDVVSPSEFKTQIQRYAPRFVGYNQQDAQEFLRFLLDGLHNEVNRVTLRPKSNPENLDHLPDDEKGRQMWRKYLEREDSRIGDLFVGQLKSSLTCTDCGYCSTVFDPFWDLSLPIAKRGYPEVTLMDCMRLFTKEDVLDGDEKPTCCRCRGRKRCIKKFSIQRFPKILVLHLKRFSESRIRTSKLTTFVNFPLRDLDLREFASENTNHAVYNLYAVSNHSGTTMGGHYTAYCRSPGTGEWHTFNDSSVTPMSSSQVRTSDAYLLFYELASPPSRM
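Cell-free coupled assay: 10nM USP2 core preincubated 30min RT with compound in Tris-HCl pH 8.0/CaCl2/CHAPS buffer, then 25nM Ub-CHOP2 and 25nM reporter substrate; fluorescence (Ex 485/Em 531) read after 60min RT, normalized to NEM inhibition, concentration-response curves fitted.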
TCR activator = activates T cell receptor signaling. primary human leukocytes, anti-CD3, IL-2 HTRF, 48 h. Potency, µM (top dose mostly 9.22 µM), inactives show top-dose activation of IL-2 secretion, usual class: activators. 330,000 tested, under 10 active. AID 504894; note: % of control where 0% means no effect
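Human primary leukocytes + a-CD3 beads + cpd, 48 hr; IL-2 in supernatant by HTRF (ex 320nm / em 665nm). No co-stimulatory signal supplied.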
TRPV1 ag = activates the human vanilloid receptor TRPV1. TRPV1-expressing cells, Fluo-8 calcium influx, agonist mode. AID 540275. activation, % at 8.33 µM. 0.19% of 320,000 active. Q8NER1; in the data active = activation above about 80%; inconclusive = between about 30% and that limit; note: 0% is about no effect
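TRPV1-expressing cells were cultured overnight at 35.5C and loaded with Fluo-8 calcium dye for 40 to 90 min at room temperature. After a 10 s baseline, compound was added and calcium influx was read kinetically for 3 min (ex 480/em 520 nm).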
TSHR antag = human thyrotropin receptor antagonism | P16473 | TSHR-expressing cells, TSH-stimulated cAMP HTRF, 2 h; stronger effect = lower value | activity change, negative = inhibition, % at 11.5 µM | 0.2% of 330,000 active;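 active = activity change below a set negative limit, meaning inhibition stronger than a set level, cut at about -70% in these data; inconclusive = activity change between two set negative limits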; note: % is set by controls: 0 for no effect and ±100 for the full control effect
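Competitive HTRF cAMP read-out (cryptate anti-cAMP antibody, cAMP-d2; 30 min, room temperature) in freshly harvested TSHR cells. Compounds added before TSH at EC80 (4nM final), followed by 2 hours' incubation at 37 deg C.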
KCNH2 3.1 inh = KCNH2 3.1 (human) potassium channel inhibition; U2OS KCNH2 3.1, thallium flux FluxOr; stronger effect = lower value; activity change, % (tested at about 1.8 µM); 0.95% of 340,000 active;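 active = maximum activity change below -70%; inconclusive = maximum activity change from -70% to -50%; inactive = maximum activity change above -50%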;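 note: thallium influx rate constant from kinetic fluorescence after stimulation buffer; % is set by controls: 0 for no effect and ±100 for the full control effect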
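We transduce U2OS cells with the mutant 3.1 virus, culture them overnight, load FluxOr with Red40 quencher for 45 min, then add stimulation buffer and read kinetically for 2 min to derive a normalized rate constant.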
Eya2 phos inh = Eya2 (human) phosphatase inhibition; Potency, µM (highest dose often 76.9 µM), for inactives: top-dose activity, negative = inhibition, hits mostly inhibitors; AID 488837; 0.006% of 330,000 active; recombinant Eya2, OMFP fluorescence dephosphorylation (OMFP is methylfluorescein phosphate); O00167; note: potency is the fitted concentration of half-maximal effect; % is set by controls: 0 for no effect and ±100 for the full control effect
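Eya2 (0.2 uM) preincubated 10 min at ambient with compound, then OMFP substrate added at 50 uM; 10 min reaction in 50 mM HEPES pH 7.5, 50 mM NaCl, 5 uM MgCl2, 0.05% BSA, 1 mM DTT. Fluorescence read at Ex 485/Em 525 nm.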
KCNH2 WT inh = inhibitors of human wildtype KCNH2 potassium channel | Q12809 | U2OS, BacMam KCNH2, thallium flux FluxOr; stronger effect = lower value | activity change, % at 1.84 µM | 0.37% of 340,000 active | AID 720551;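 active = maximum activity change below -70%; inconclusive = maximum activity change between -70% and -50%; inactive = maximum activity change above -50%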; note: % is set by controls: 0 for no effect and ±100 for the full control effect
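U2OS cells transduced with wild-type KCNH2 virus are loaded with FluxOr dye for 45 min, and thallium flux is measured in kinetic reads before and after stimulation buffer. Rate constants are normalized to DMSO controls.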
Mito fusion yeast = blocks mitochondrial division or promotes mitochondrial fusion; S. cerevisiae fusion-defective mutant growth rescue, CellTiterGlo 48 h; Potency, µM (top dose mostly 46.1 µM), inactives show at the top dose growth rescue (activation), hits mostly activators; 0.23% of 320,000 active; AID 485298;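 note: potency is the fitted concentration of half-maximal effect; % of control where 0% means no effect; nearly all actives have a fitted effect of over 45% in size; temperature-sensitive fusion mutants such as fzo1-1 at 37 °C on non-fermentable ethanol glycerol medium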
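Growth-rescue viability read-out: after 48 h at the non-permissive 37C in glycerol/ethanol YPEG, yeast mitochondrial fusion mutants are measured by CellTiterGlo luminescence; compounds (23 nl pinned per well) restoring growth score as division inhibitors or fusion activators.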
ELG1 repair inh = blocks ELG1-dependent DNA repair in HEK293T cells; HEK293T ELG1-luciferase reporter, luminescence, 16 h; DNA damage induced by 5-fluorouridine; Potency, µM (top dose mostly 46.1 µM), inactives show at the highest dose activity change, negative = inhibition, hits mostly inhibitors; 2.3% of 330,000 active; AID 504467; note: potency is the fitted concentration of half-maximal effect; % is set by controls: 0 for no effect and ±100 for the full control effect; nearly all actives have a fitted effect of over 55% in size
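In this reporter screen, reduction of luminescence relative to DMSO vehicle indicated activity. Compounds and 5-fluorouridine were added together to 2,000 cells per well, incubated for 16 hr at 37 °C, then developed with ONE-Glo.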
Numbers without * were called inactive; ? = inconclusive; / = not tested or not shown; [ ] = another dose, or the depositor's remark. Unless noted, calls come from the whole dose curve; as a rule, active = well fitted curve in the direction sought with a large enough effect; inconclusive = small, poorly fitted or top-dose-only effect, or another doubt; inactive = no such curve, though single readings can be large; an effect the other way counts as inactive or inconclusive. Some of the compounds tested; rates above refer to the full screens.

Value order – ELG1 repair inh	USP2a inh	Eya2 phos inh	TSHR antag	Mito fusion yeast	TRPV1 ag	A-T KAP1 phos	TCR activator	KCNH2 3.1 inh	KCNH2 WT inh
O=C(C[n+]1cccc2ccccc21)c1ccccc1
  10%	2%	5%	30	5%	-4	13%	2%[46.1 µM]	-11	0
Cc1cccc(NC(=O)NNC(=O)CCc2ccccc2)c1
  -2%	-1%	14%	6	-1%	-1	-1%	0%	8	0
Cc1ccnc(NCc2cc(C)ccc2O)c1
  ?	-2%	7%	-7	-6%	26	6%	/	0	0
Cc1ccc([N+](=O)[O-])cc1N/C=C1\CCCCC1=O
  ?	0%	2%	1	?	2	15%	-7%	-3	-7
COCCOC(=O)/C(=C\c1cc(C(C)(C)C)c(O)c(C(C)(C)C)c1)C(C)=O
  ?	1%	-18%	-6	-1%	?	9%	1%	-18	6
COC(=O)COc1ccc(-c2nn(C)c(=O)c3ccccc23)cc1
  1%	0%	-7%	-12	-10%	1	-12%	1%	-26	28
O=C(c1ccc(CS(=O)(=O)Cc2ccc(Cl)cc2)o1)N1CCCC1
  -8%	-1%	-20%	7	3%	-5	6%	-1%	11	-4
CC(C)NC(=O)N(C)C[C@@H]1Oc2c(NC(=O)C3CCOCC3)cccc2C(=O)N([C@@H](C)CO)C[C@H]1C
  26%	-5%	-9%	4	/	/	4%	1%	-1	1
CCN(Cc1nc2ccccc2c(=O)[nH]1)C(=O)COc1ccccc1-c1ccccc1
  ?	2%	-13%	-11	8%	0	3%	1%	4	-10
CCOC(=O)C1CSC(CC(=O)Nc2ccc(OC(F)(F)F)cc2)C(=O)N1 (stereo not drawn)
  -6%	-2%	9%	4	1%	2	10%	-1%	13	3
Cc1cccc(CC(=O)Nc2ccc(C(=O)N3CCOCC3)cc2)c1
  16%	-6%	-5%	-10	3%	20	0%	0%	9	-11
COc1ccc(CCNC(=O)COC(=O)Cc2ccccc2F)cc1
  ?	1%	2%	-4	/	/	22%	0%[46.1 µM]	9	0
C/C=C/c1ccc(O)c(OC)c1
  6%	-8%	15%	-15	-2%	-6	-8%	6%	-5	-1
CCOc1ccccc1OCc1nn2c(COc3ccccc3)nnc2s1
  -10%	-1%	-21%	-11	4%	?	10%	2%	-7	1
COc1cc2c(C#Cc3cccnc3)c(-c3ccsc3)oc(=O)c2cc1OC
  ?	-1%	-3%	-5	/	/	-9%	-1%	2	-25
CCN1CCN(C(=S)NC(=O)c2cc(OC)c(OC)c(OC)c2)CC1
  8%	1%	4%	-5	/	/	2%	-1%	6	0
O=C(c1ccccc1)N1CCCC(C(=O)N2CCCCC2)C1 (stereo not drawn)
  5%	-2%	7%	3	4%	-1	-2%	-6%	-9	3
Cc1cc(=O)[nH]c(S/C=C/c2ccccc2)n1
  ?	-4%	-16%	0	16%	30	-3%	3%	-17	22
CCOC(=O)N1CCC(=NNC(=O)c2ccc(O)cc2)CC1
  19%	2%	-1%	6	-2%	2	-4%	-4%[46.1 µM]	8	14
Cc1cc(C)cc(-c2nnc(SCC(=O)c3ccc4c(c3)OCCO4)o2)c1
  -10%	1%	-5%	5	-6%	-6	4%	-7%[46.1 µM]	1	-1
Cc1cc2c(cc(C(=O)NCc3cccnc3)n2Cc2ccc(Cl)cc2)o1
  ?	-2%	6%	-10	-2%	9	9%	/	-38	-21
COc1ccc(CCNC(=O)CN2C(=O)C(=O)N(C3CCCC3)C2=O)cc1OC
  14%	0%	-11%	-1	-1%	-3	-11%	6%	2	-10
O=C1CC2(CCN(C(=O)C(=O)c3c[nH]c4ccccc34)CC2)Oc2ccccc21
  -6%	-1%	4%	-1	-8%	19	0%	-1%	-17	8
CCOC(=O)C1=NNC2C(=O)N(C3CCCCC3)C(=O)C12 (stereo not drawn)
  -8%	0%	4%	-17	-5%	0	-3%	-5%	-2	8
Cn1c(CN2CCOCC2)nc2cc(NC(=O)c3ccc(Cl)cc3)ccc21
  ?	4%	7%	-22	-3%	1	1%	/	-2	-16
CCOc1ccc(OCC)c(NC(=O)C2CCN(S(=O)(=O)c3cccc4nonc34)CC2)c1
  ?	2%	-30%	-10	3%	-1	/	-1%	-11	-12
Cc1ccc(S(=O)(=O)NNC(=O)c2cc(C)cs2)cc1
  -5%	2%	0%	-1	-2%	1	2%	1%	-2	2
Cc1ccc(S(=O)(=O)N(C)C)cc1NC(=S)Nc1cccc2ccccc12
  18%	-4%	-12%	5	-20%	-2	4%	-1%	15	-2
CCN(CC)S(=O)(=O)c1ccc2oc(C(=O)NCc3ccc(F)cc3)c(C)c2c1
  12µM*	0%	-17%	-16	18%	28	1%	3%	-4	1
Cc1ccc(C(=O)N/C(=C/c2cccs2)C(=O)N2CCCCC2)cc1
  4%	-5%	-7%	14	-1%	-1	0%	3%	-1	-2

In a second layout: results already given
SMILES,ELG1 repair inh,USP2a inh,Eya2 phos inh,TSHR antag,Mito fusion yeast,TRPV1 ag,A-T KAP1 phos,TCR activator,KCNH2 3.1 inh,KCNH2 WT inh
CCN1CCN(C(=S)NC(=O)c2cc(OC)c(OC)c(OC)c2)CC1,8%,1%,4%,-5,/,/,2%,-1%,6,0
O=C(c1ccccc1)N1CCCC(C(=O)N2CCCCC2)C1 (stereo not drawn),5%,-2%,7%,3,4%,-1,-2%,-6%,-9,3
Cc1cc(=O)[nH]c(S/C=C/c2ccccc2)n1,?,-4%,-16%,0,16%,30,-3%,3%,-17,22
CCOC(=O)N1CCC(=NNC(=O)c2ccc(O)cc2)CC1,19%,2%,-1%,6,-2%,2,-4%,-4%[46.1 µM],8,14
Cc1cc(C)cc(-c2nnc(SCC(=O)c3ccc4c(c3)OCCO4)o2)c1,-10%,1%,-5%,5,-6%,-6,4%,-7%[46.1 µM],1,-1
Cc1cc2c(cc(C(=O)NCc3cccnc3)n2Cc2ccc(Cl)cc2)o1,?,-2%,6%,-10,-2%,9,9%,/,-38,-21

The list goes on:
Value order – ELG1 repair inh	USP2a inh	Eya2 phos inh	TSHR antag	Mito fusion yeast	TRPV1 ag	A-T KAP1 phos	TCR activator	KCNH2 3.1 inh	KCNH2 WT inh
CC1(C)CC(NC(=O)C2CCCCC2C(=O)O)CC(C)(C)N1 (stereo not drawn)
  1%	3%	2%	-3	0%	0	5%	-5%	6	9
O=C(c1cccc(N2C(=O)C3CC=CCC3C2=O)c1)N1CCN(c2ccccc2)CC1 (stereo not drawn)
  -10%	-5%	-2%	9	-1%	1	-4%	/	-2	6
CC(=O)Oc1ccccc1C1=NN(C(C)=O)C(c2ccccc2)C1 (stereo not drawn)
  -19%	1%	-2%	-13	1%	9	-4%	0%	14	-7
Fc1ccc(COc2cccc(CNCc3ccncc3)c2)cc1
  ?	-12%	-10%	3	-1%	1	4%	/	-2	4
O=C(CCn1c(=O)oc2ccccc21)N1CCOCC1
  ?	-5%	-4%	10	3%	-5	3%	1%	-2	-5
CC1CCCN(S(=O)(=O)c2ccc(C(=O)Nc3nnc(-c4ccncc4)o3)cc2)C1 (stereo not drawn)
  ?	-2%	-5%	9	12%	3	3%	-3%	5	-4
Cc1cc2c(c(=O)n1Cc1cccnc1)C(c1ccc(F)cc1)C(C#N)=C(N)O2 (stereo not drawn)
  -26%	1%	-12%	-5	2%	-2	-5%	6%	-16	-17
COc1cc(/C=C/C(=O)O)cc(S(=O)(=O)Nc2ccc3[nH]c(=O)[nH]c3c2)c1OC
  -7%	1%	-1%	-2	6%	-2	8%	1%	-3	-4
CCCCCCC(=O)NNC(=O)c1c(O)c2ccccc2n(CCC)c1=O
  ?	-1%	-2%	1	-9%	2	-6%	-4%	-15	-6
CCOC(=O)c1c(O)c2ccccc2n(CC)c1=O
  1%	0%	6%	2	-12%	3	1%	1%	6	-4
Cc1cccc(OCc2nnc(N)s2)c1C
  -8%	2%	-11%	-19	8%	-3	0%	2%	5	-12
Cc1sc2ncnc(N3CCC(C(=O)Nc4nc(-c5ccc(F)cc5)cs4)CC3)c2c1C
  -1%	0%	-4%	-25	9%	-1	7%	-5%	-10	-10
Cc1cc(N2CCN(c3ccccc3)CC2)nc(N)n1
  3%	6%	7%	5	0%	5	-3%	7%[46.1 µM]	-8	10
CCCn1cc(CN2CCC(Oc3ccc(C(=O)N4CCCC4)cc3)CC2)c(C)n1
  -1%	2%	-7%	4	-1%	-3	18%	-5%	-4	-2
COc1cccc(/C=C/C(=O)Nc2cccc(C(C)=O)c2)c1OC
  ?	4%	-9%	-9	3%	90*	-3%	2%	-3	-18
